FLuc inhib CS: counter-screen for luciferase assay inhibitors: firefly luciferase inhibition; ATPLite firefly luciferase biochemical luminescence, 10 min; actives 1.5% (n = 200,000); P08659; inhibition, % at 10 µM;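 active = inhibition above about 50% when tested at 10 µM, limit read from the data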
Target sequence (P08659 whole entry, looked up): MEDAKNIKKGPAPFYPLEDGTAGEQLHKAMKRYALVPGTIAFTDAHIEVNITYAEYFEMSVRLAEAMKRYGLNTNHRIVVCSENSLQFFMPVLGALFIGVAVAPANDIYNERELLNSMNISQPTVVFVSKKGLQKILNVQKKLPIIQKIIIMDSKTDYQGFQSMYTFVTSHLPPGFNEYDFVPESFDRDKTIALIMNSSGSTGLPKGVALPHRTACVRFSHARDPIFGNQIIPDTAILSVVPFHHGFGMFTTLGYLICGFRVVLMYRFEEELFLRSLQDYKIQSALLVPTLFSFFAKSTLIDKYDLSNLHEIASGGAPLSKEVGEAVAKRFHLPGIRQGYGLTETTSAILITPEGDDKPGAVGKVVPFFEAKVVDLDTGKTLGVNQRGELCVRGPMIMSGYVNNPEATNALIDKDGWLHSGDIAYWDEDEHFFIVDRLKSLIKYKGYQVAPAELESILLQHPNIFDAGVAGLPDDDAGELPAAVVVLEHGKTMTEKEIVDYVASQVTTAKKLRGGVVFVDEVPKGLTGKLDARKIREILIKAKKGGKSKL
PMI act satM6P: activators of human phosphomannose isomerase at near-saturating mannose 6-phosphate | P34949 | coupled PMI enzyme assay, resazurin fluorescence, 20 min; hits give high values; 1 = untreated enzyme, 0 = substrate-free blank | activation factor at 20 µM | actives 0.34% (n = 190,000) | AID 1216;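 active = activation factor of 2 or more at 20 µM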
Target sequence (P34949 whole entry, looked up): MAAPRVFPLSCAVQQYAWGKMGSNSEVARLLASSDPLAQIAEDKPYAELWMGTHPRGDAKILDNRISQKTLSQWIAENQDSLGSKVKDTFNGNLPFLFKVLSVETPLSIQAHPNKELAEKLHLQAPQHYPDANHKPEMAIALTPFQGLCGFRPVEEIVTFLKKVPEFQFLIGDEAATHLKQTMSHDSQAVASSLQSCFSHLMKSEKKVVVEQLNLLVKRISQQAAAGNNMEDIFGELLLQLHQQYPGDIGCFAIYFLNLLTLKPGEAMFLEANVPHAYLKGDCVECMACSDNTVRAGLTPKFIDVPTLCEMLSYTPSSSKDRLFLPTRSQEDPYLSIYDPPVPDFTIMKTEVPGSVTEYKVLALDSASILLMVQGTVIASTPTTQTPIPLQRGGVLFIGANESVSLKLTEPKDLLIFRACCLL
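assay system = human phosphomannose isomerase with PGI, G6PDH, diaphorase coupling enzymes | quantity = 15 ng/mL PMI | incubation = enzyme reaction with compound 20 min at room temperature | medium = HEPES pH 7.4 buffer with MgCl2 and Tween-20 | compound dosing = one concentration, 20 µM, in 1% DMSO | measured by = Diaphorase-driven resazurin-to-resorufin fluorescence, excitation 544, emission 590 nm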
APP 5'UTR act: APP 5'UTR luciferase reporter activation | SH-SY5Y APP 5'UTR luciferase reporter, luminescence; zero percent = DMSO vehicle wells | activation, % at 2 µM | actives 1% (n = 190,000) | AID 1276;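 active = activation above a set limit, based on mean plus 3 SD of controls, cut at about 140% in these data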; also: values of inactives mirror those of a sister screen read the other way
bIAP act: intestinal alkaline phosphatase (bovine) activation. purified bovine IAP, CDP-star luminescence, 30 min; hits give high values; fold of DMSO-control signal, blank-subtracted. actives 0.17% (n = 200,000). activation factor at 20 µM;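 active = activation factor of 2 or more at 20 µM, a signal rise over negative controls twice the positive control's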
TNAP inh noacc: TNAP (human) inhibition, acceptor-free conditions. inhibition, % at 20 µM. actives 0.26% (n = 200,000). purified TNAP, CDP-star luminescence, 30 min. AID 1012. P05186;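 active = tissue-nonspecific alkaline phosphatase inhibition above about 50% at 20 µM in the single-dose screen, limit read from the data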;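 also: 0% = DMSO negative control and 100% = EDTA positive control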
PMI act: phosphomannose isomerase (human) activation. P34949. purified human PMI, coupled resazurin fluorescence, 20 min; hits give high values; 1 = vehicle control, 0 substrate-free wells. activation factor at 20 µM. actives 0.005% (n = 190,000). AID 1214;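 active = activation factor of 2 or more at 20 µM, relative to plate controls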
NF-kB neuron act: compounds increasing NF-kB expression in human neuronal cells; NF-kB reporter expression; hits give high values; fold change at 12.5 µM; actives 1.6% (n = 190,000); AID 1239; in the data active = fold change above about 3.3
TNAP inh hiacc: TNAP (human) inhibition, high acceptor; P05186; purified TNAP, CDP-star luminescence, 1 M DEA; inhibition, % at 20 µM; actives 0.03% (n = 200,000); AID 1135;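 active = over 50% inhibition of tissue-nonspecific alkaline phosphatase at 20 µM in the single-dose screen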;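 also: plate controls were DMSO wells for no effect and EDTA-quenched wells as full inhibition for full effect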
FLuc stim CS: affects firefly luciferase, flagging false hits in luciferase stimulation screens | ATPlite luciferase biochemical, luminescence, 10 min; 0 = ATP-free wells, 1 = DMSO control | P08659 | AID 1027 | activation factor at 10 µM | 200,000 tested, under 10 active;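 active = luciferase activation factor, scaled between plate controls, of at least 2 with compound at 10 µM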
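assay system = Luciferase/luciferin detection reagent, cell-free biochemical luciferase assay | also added = ATP substrate | times = 10 min post-reagent at room temperature | measured by = luminescence from luciferase reaction | measure = luciferase activation, seen as luminescence increase over controls | benchmarks = low control with PBS replacing ATP, high control enzyme plus ATP without compound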
TNAP act hiacc: activators of human TNAP at high phosphate acceptor concentration; P05186; purified TNAP, CDP-star luminescence, 1 M DEA, 30 min; hits give high values; 0 = EDTA background, 1 = DMSO-only activity; activation factor at 20 µM; 200,000 tested, under 10 active;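 active = activation factor at least 2 at 20 µM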
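Assay system: human TNAP; Input: enzyme diluted 1/800 final; Reagent: CDP-star luminogenic substrate at 100 µM final; Timing: 30 min, room temperature; Signal: luminescence; Evaluation: TNAP activation factor scaled between EDTA and DMSO control wells.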
* marks the source's active call; other numbers are inactive results; . = not tested or not shown.

SMILES	FLuc inhib CS	PMI act satM6P	APP 5'UTR act	bIAP act	TNAP inh noacc	PMI act	NF-kB neuron act	TNAP inh hiacc	FLuc stim CS	TNAP act hiacc
Cc1ccc(C(=O)NCC(=O)OCC(=O)Nc2ccccc2[N+](=O)[O-])cc1	9	0.9	-2	1	-5	1	1.2	-4	0.9	1
CCOC(=O)C1CCN(C(=O)C2(NC(=O)NC3CCCCC3)CCCCC2)CC1	-4	1	-19	1.5	-50	0.9	1.3	-4	1	1
COc1ccc(NC2CS(=O)(=O)CC2NCc2ccco2)cc1 (stereo not given)	-7	1	-12	1	-3	0.9	1.5	0	1.1	1
COc1cc(/C=N/NC(=O)c2cccnc2)ccc1OCC(=O)Nc1ccc(C)cc1	6	0.9	13	0.9	-10	0.9	0.74	3	0.9	1
Fc1ccccc1Cn1nnc(-c2ccc3c(c2)OCO3)n1	39	1	166*	0.6	-14	1	5.7*	-5	0.6	1.1
CCCCC(CC)Cn1c(N)c(C#N)c2nc3ccccc3nc21 (stereo not given)	-5	0.9	14	0.7	-20	0.9	0.92	-5	1	1.1
O=c1c(Cl)c(Cl)cnn1Cc1ccc(F)cc1	0	0.9	-51	0.9	-5	0.9	1.2	-5	1	1
COc1ccc(/C=N/Nc2nc(-c3cccc(S(=O)(=O)N4CCCC4)c3)cs2)c(OC)c1	-5	1.1	16	1.1	-7	1	0.94	-3	1.1	1
COC(=O)C1=C(C)N(CCc2ccc(OC)cc2)C(=O)C1	-4	1.2	0	1	-14	1.3	0.47	-8	1	1.1
O=C(CC(=O)N1CCN(c2ccccn2)CC1)Nc1ccc2nc3n(c(=O)c2c1)CCCCC3	1	1	-3	1	-19	1	0.99	-10	1	1.1
COc1ccc(NC(=O)C(NC(=O)Cc2cccs2)c2ccccc2)cc1 (stereo not given)	-7	0.9	18	1.2	16	0.9	1.1	-1	1.1	1
C=CCn1c(CSCc2ccccc2)nnc1SCC(=O)N1CCN(c2ccccc2)CC1	1	0.9	-14	1	-4	0.9	0.76	0	1	1
CCOc1ccc(-c2cc(C(=O)NCCCn3ccnc3)c3ccccc3n2)cc1	40	0.9	-3	1	-4	1	0.89	-3	0.6	1
Cc1cccc(NC2=C/C(=N/S(=O)(=O)c3cccs3)c3ccccc3C2=O)c1	14	0.4	25	1.1	18	1	0.99	24	0.9	0.8
C/C(=N/OCC(=O)Nc1ccc(C)cc1C)c1cccs1	-7	1	7	0.6	-13	1	0.88	-7	1.1	1.1
CCN(CC)c1ccc(C=C2C(=O)OC(c3ccccc3)OC2=O)cc1 (stereo not given)	-6	1	-6	0.6	4	1	1.1	-2	1.1	1
COc1ccc(C(=O)NNC(=O)c2cnccn2)cc1[N+](=O)[O-]	-4	0.6	3	1.3	-160	0.7	0.84	1	1	1
COc1ccccc1-n1c(C)nnc1SCC(=O)NCc1ccccc1	-4	1	-9	1	-8	1	1.2	-3	1	1
COc1cccc2cc(C(C)N(CCCN3CCOCC3)C(=O)Nc3ccc(Cl)cc3)oc12 (stereo not given)	-2	0.8	1	1	-10	0.9	1	-4	1	1
COC(=O)c1ccccc1N1C(=O)[C@@H]2C(c3ccc(F)cc3)=NO[C@@H]2C1=O	-1	1.1	-2	1	-14	1.1	0.96	-5	1	1.1
CCn1c(COc2ccccc2C)nnc1SCC(=O)N1CCN(c2ccccc2)CC1	-4	0.9	-7	1	-1	0.9	1.5	-4	1	1
CC(C)(C)C1CCC(=NNC(=O)C(=O)NC2CCCCC2)CC1 (stereo not given)	-1	0.9	-5	1.1	-14	0.9	1.1	-1	1	1
COc1ccccc1/C=C/C(=O)NCC(=O)N/N=C/c1ccccc1	-2	1.2	-2	0.9	-4	1.1	1.3	-7	1	1.1
CCN(CC)CCNC(=S)Nc1ccc2nc3n(c(=O)c2c1)CCCCC3	-4	1	17	1	-1	1.1	1.1	-4	1	1
CCNc1cc(N2CCCC2)ccc1[N+](=O)[O-]	-6	0.7	3	0.9	1	0.8	1.1	19	1.1	0.8
COc1cc(CSc2ncn[nH]2)c(OC)cc1CSc1ncn[nH]1	-4	1.1	7	1.2	48	1.1	0.93	18	1	0.8
Cc1[nH]c2ccccc2c1/C=N\NC(=O)Cn1nnc(-c2ccccc2)n1	-4	1	1	1	-15	0.9	1.4	-2	1	1
CCOc1ccc(-c2nc(=S)[nH][nH]2)cc1	20	0.9	10	1	-20	0.5	1.8	-3	0.8	1
CN1CCC(OC(=O)COc2ccc(F)cc2)CC1	4	1.1	-5	1	-10	1.1	1	-4	1	1
CCNC(=S)N/N=C/c1ccc(-c2ccccc2)o1	4	0.9	4	1	6	1	0.86	0	1	1
Cc1nn(C)c(C)c1S(=O)(=O)N1CCC(C(=O)NC2CCCCC2)CC1	-4	1	9	1	-12	1	1.3	-3	1	1
CCNc1nc(NOC)nc(OCC#N)n1	-4	0.9	6	1.1	3	0.8	0.94	2	1	1
CC(C)(C)Cc1nnc(NC(=O)Cc2cccs2)s1	-3	1	28	1	-6	1.2	1.2	-2	1	1
Cc1ccc(C(=O)NCc2ccco2)cc1S(=O)(=O)Nc1cccc(C)c1C	1	1	7	1	-17	1.1	0.69	-2	1	1
Cc1ccc(C(=O)Nc2cc3ccccc3oc2=O)cc1	87*	1.1	-66	1	-5	1.2	1.1	0	0.1	1
Cc1nc(CCNC(=O)CC2C(=O)NCCN2Cc2ccc(F)cc2)sc1C (stereo not given)	-7	0.9	-11	1.1	-8	0.9	1.2	-6	1.1	1.1
c1ccc(CNc2ccc3c(c2)ncn3C2CCCCC2)nc1	13	0.9	43	0.9	9	0.9	0.89	-6	0.9	1.1
COc1cc(-c2nc(CN(C)Cc3nnc(C)o3)c(C)o2)ccc1F	-5	1	-9	1	-12	1	1.1	-6	1	1.1
O=C1NC2(CCCCC2)C(=O)N1CCN1C(=O)c2ccccc2C1=O	-3	1	13	1	-16	1	1	-7	1	1.1
COc1ccc(N(Cc2ccccc2)C(=O)c2ccccc2[N+](=O)[O-])cc1	-1	1	2	1	-3	0.9	0.92	-2	1	1
O=C(NCCOCc1ccc(Cl)cc1)c1ncn[nH]1	-8	1.1	17	0.9	-28	1.1	1.1	-3	1.1	1
COc1ccc(NC(=S)NNC(=O)COc2ccc(Cl)cc2Cl)cc1	0	0.9	-22	1	-63	0.9	0.97	-4	1	1
O=c1cc(O)n(-c2ccccc2F)c(=S)[nH]1	-5	1.1	9	0.9	-12	1.2	1.1	-6	1.1	1.1
O=C(NNC(=O)c1cc(OCC(F)(F)F)ccc1OCC(F)(F)F)c1cccc(C(F)(F)F)c1	-6	0.9	.	1.2	-46	0.9	0.94	-4	1.1	1
N#Cc1nc(Cc2ccccc2)oc1N1CCC(C(N)=O)CC1	-4	1	12	0.9	-10	0.9	1.3	-4	1	1
Cc1ccc(S(=O)(=O)N2CCN(c3ccc([N+](=O)[O-])c(NCCN4CCOCC4)c3)CC2)cc1	-2	1	2	1	4	0.9	0.72	16	1	0.8
COc1cc(-c2cc(=O)c3c(O)cc(O)cc3o2)ccc1O	-3	0.9	23	0.9	8	0.9	1.5	5	1	0.9
CC(=O)N1CCN(Cc2nc3cc(NC(=O)c4ccccc4Cl)ccc3n2C)CC1	-8	1.1	-14	1.3	-8	1	1.2	-5	1.1	1.1
COc1ccc(-c2cc(C(=O)NCC3CCCO3)c3cc(C)ccc3n2)cc1 (stereo not given)	41	1	12	1	-5	1	1.4	-2	0.6	1
CCOC(=O)N/N=C/c1c(F)cccc1F	3	0.9	-15	1	-3	0.9	1.1	0	1	1

Four compounds picked at random from the list so far, as already listed:
SMILES	FLuc inhib CS	PMI act satM6P	APP 5'UTR act	bIAP act	TNAP inh noacc	PMI act	NF-kB neuron act	TNAP inh hiacc	FLuc stim CS	TNAP act hiacc
O=C(NCCOCc1ccc(Cl)cc1)c1ncn[nH]1	-8	1.1	17	0.9	-28	1.1	1.1	-3	1.1	1
N#Cc1nc(Cc2ccccc2)oc1N1CCC(C(N)=O)CC1	-4	1	12	0.9	-10	0.9	1.3	-4	1	1
O=C(NNC(=O)c1cc(OCC(F)(F)F)ccc1OCC(F)(F)F)c1cccc(C(F)(F)F)c1	-6	0.9	.	1.2	-46	0.9	0.94	-4	1.1	1
O=c1cc(O)n(-c2ccccc2F)c(=S)[nH]1	-5	1.1	9	0.9	-12	1.2	1.1	-6	1.1	1.1

Next part
SMILES	FLuc inhib CS	PMI act satM6P	APP 5'UTR act	bIAP act	TNAP inh noacc	PMI act	NF-kB neuron act	TNAP inh hiacc	FLuc stim CS	TNAP act hiacc
Cc1ccc(Cn2nnc3c(=O)[nH]c(C4CCCN(C(=O)Nc5ccc(F)cc5)C4)nc32)cc1 (stereo not given)	-3	1	3	0.9	-6	0.9	1.2	-4	1	1
N#CCCSc1nc(N2CCOCC2)c2c(c1C#N)CCCC2	-8	0.9	-8	0.9	2	0.9	1.1	-4	1.1	1
COC(=O)c1c(C)nsc1NC(=O)Oc1ccccc1	-2	0.5	0	1	-5	1.1	1.4	-3	1	1
c1ccc(Sc2cnc3ccccc3n2)cc1	10	1	38	0.9	-6	0.9	1.6	-6	0.9	1.1
O=C(NN=C(Cc1ccccc1)Cc1ccccc1)c1ccccc1O	-2	1.2	-6	1	-12	1.2	1.8	0	1	1
Cc1cccc(SCc2noc(C(=O)NCC3CCCO3)c2C(=O)O)c1 (stereo not given)	-10	1.1	13	1	-11	1.1	1.6	-3	1.1	1
CCc1ccc(C(=O)NC(C(=O)NCC2CCCO2)C(C)C)cc1 (stereo not given)	-2	1	-6	1	-7	0.9	1.1	-5	1	1
CCOC(=O)/C=C1\SCC(=O)N1CC(=O)Nc1ccc(OC)c(OC)c1	-3	1	-3	1	-19	0.9	1.1	-8	1	1.1
Cc1noc(C)c1CN1C(=O)NC(Cc2ccccc2)(Cc2ccccc2)C1=O	-3	1	6	1	-7	0.9	1.1	0	1	1
OCC1(CC2CCCCO2)CCN(Cc2cccc(O)c2)CC1 (stereo not given)	-6	1	20	1.1	-13	1	1.4	-8	1.1	1.1
CC(C)C12CN3CCN(CC(C3)/C1=N\NC(=O)Nc1ccccc1)C2	-10	1.1	16	0.9	-17	1.1	1.1	0	1.1	1

Single records (already shown):
Results for N#CCCSc1nc(N2CCOCC2)c2c(c1C#N)CCCC2 = FLuc inhib CS: -8; PMI act satM6P: 0.9; APP 5'UTR act: -8; bIAP act: 0.9; TNAP inh noacc: 2; PMI act: 0.9; NF-kB neuron act: 1.1; TNAP inh hiacc: -4; FLuc stim CS: 1.1; TNAP act hiacc: 1
Results for c1ccc(Sc2cnc3ccccc3n2)cc1 = FLuc inhib CS: 10; PMI act satM6P: 1; APP 5'UTR act: 38; bIAP act: 0.9; TNAP inh noacc: -6; PMI act: 0.9; NF-kB neuron act: 1.6; TNAP inh hiacc: -6; FLuc stim CS: 0.9; TNAP act hiacc: 1.1

Screening results (PubChem BioAssay)
